BAP1 inh: inhibitors of human BAP1 deubiquitinase. recombinant BAP1, Ub-AMC hydrolysis fluorescence kinetic; hits give low values. activity remaining (% of control), % at 20 µM. 0.48% of 72,000 active. AID 436;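 active = activity remaining at or below 50% of control, provided the compound also passes the data quality filters; inactive = the rest, including low values that fail the filters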;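 note: 100% = DMSO wells rate and 0% = substrate alone blank rate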
Target sequence (Q92560 whole entry, looked up): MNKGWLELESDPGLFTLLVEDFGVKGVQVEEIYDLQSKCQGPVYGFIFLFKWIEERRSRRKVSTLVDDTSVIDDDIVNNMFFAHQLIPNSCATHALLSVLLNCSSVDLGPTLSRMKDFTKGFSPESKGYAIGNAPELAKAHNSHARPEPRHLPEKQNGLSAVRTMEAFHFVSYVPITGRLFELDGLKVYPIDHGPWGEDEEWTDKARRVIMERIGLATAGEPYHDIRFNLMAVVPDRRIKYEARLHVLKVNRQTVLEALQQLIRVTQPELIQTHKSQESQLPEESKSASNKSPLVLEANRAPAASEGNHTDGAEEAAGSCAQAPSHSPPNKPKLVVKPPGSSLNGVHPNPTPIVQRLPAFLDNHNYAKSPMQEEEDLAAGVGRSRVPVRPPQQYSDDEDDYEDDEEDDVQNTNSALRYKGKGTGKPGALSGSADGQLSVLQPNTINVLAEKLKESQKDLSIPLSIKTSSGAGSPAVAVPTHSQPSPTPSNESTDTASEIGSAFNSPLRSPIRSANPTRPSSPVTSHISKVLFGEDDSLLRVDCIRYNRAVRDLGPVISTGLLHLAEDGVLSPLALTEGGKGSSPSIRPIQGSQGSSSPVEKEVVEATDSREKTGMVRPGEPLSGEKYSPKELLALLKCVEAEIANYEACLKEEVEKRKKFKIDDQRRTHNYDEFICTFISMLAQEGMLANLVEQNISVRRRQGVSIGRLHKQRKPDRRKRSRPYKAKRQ
HePTP inhibitor: human HePTP phosphatase inhibition | P35236 | inhibition, % at 20 µM | recombinant HePTP phosphatase activity, OD absorbance | 0.64% of 110,000 active; in the data active = inhibition above about 50%;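 note: plate controls were vehicle for no effect and reference inhibitor for full effect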
Target sequence (P35236 whole entry, looked up): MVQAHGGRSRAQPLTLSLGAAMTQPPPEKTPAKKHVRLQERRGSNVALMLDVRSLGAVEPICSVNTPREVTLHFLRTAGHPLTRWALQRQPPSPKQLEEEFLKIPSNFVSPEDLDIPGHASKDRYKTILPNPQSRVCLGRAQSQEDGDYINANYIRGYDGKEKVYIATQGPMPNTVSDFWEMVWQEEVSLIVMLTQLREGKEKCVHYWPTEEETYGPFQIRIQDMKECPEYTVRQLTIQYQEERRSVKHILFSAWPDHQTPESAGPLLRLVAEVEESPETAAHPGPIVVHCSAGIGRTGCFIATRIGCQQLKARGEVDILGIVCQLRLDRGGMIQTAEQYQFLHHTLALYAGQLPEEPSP
The depositor's hits bear a star; & = joins results of further samples.

Start of the listing, in advance:
For CCOc1ccccc1N(CC(=O)Nc1cccc(C(F)(F)F)c1)S(=O)(=O)c1ccccc1 the results were HePTP inhibitor -9.
For COc1cc(/C=c2\s/c(=C(/C#N)C(=O)N3CCCC3)n(-c3ccccc3)c2=O)ccc1O the results were BAP1 inh 81 and HePTP inhibitor 4.

This part in full (from the top)
For CCOc1ccccc1N(CC(=O)Nc1cccc(C(F)(F)F)c1)S(=O)(=O)c1ccccc1 the results were HePTP inhibitor -9.
For COc1cc(/C=c2\s/c(=C(/C#N)C(=O)N3CCCC3)n(-c3ccccc3)c2=O)ccc1O the results were BAP1 inh 81 and HePTP inhibitor 4.
For COCc1c(-c2ccccc2)c2cc([N+](=O)[O-])ccc2n1C the results were HePTP inhibitor -4.
Screening CCOC(=O)c1c(NC(=O)Cn2nc(C(F)(F)F)cc2C)sc2c1CCC(C)C2 (centres undefined) returned HePTP inhibitor 6.
`Cc1ccc(OCCCn2ccnc2)cc1C` gave HePTP inhibitor 4.
CCOC(=O)c1c(C)n(C)c2ccc(OCC(O)Cn3c(C)nc4ccccc43)cc12 (centres undefined) was read as BAP1 inh 174.
For CCOC(=O)C1CCN(C(=O)c2cccc(Cl)c2)CC1 the results were BAP1 inh 88 and HePTP inhibitor 3.
CCCc1cc(-c2oncc2-c2ccccc2)c(O)cc1OC was read as BAP1 inh 53.
Screening COc1ccc(C)cc1NC(=O)c1cc(-c2cccs2)nc2ccccc12 returned HePTP inhibitor 6.
Screening COc1cccc(NC(=O)CCN2CCC(C(N)=O)CC2)c1 returned BAP1 inh 95 and HePTP inhibitor 6.

The final 6 records of the section above lead into the next:
`Cc1ccc(OCCCn2ccnc2)cc1C` gave HePTP inhibitor 4.
CCOC(=O)c1c(C)n(C)c2ccc(OCC(O)Cn3c(C)nc4ccccc43)cc12 (centres undefined) was read as BAP1 inh 174.
For CCOC(=O)C1CCN(C(=O)c2cccc(Cl)c2)CC1 the results were BAP1 inh 88 and HePTP inhibitor 3.
CCCc1cc(-c2oncc2-c2ccccc2)c(O)cc1OC was read as BAP1 inh 53.
Screening COc1ccc(C)cc1NC(=O)c1cc(-c2cccs2)nc2ccccc12 returned HePTP inhibitor 6.
Screening COc1cccc(NC(=O)CCN2CCC(C(N)=O)CC2)c1 returned BAP1 inh 95 and HePTP inhibitor 6.
O=C(COc1ccc(F)cc1)Nc1ccc2[nH]c(=O)[nH]c2c1 was read as HePTP inhibitor 7.
Screening CC(SC12CC3CC(CC(C3)C1)C2)C(=O)O (centres undefined) returned HePTP inhibitor 1.
O=C(O)Cc1ccc(NC(=O)C2CC=CCC2C(=O)O)cc1 (centres undefined) was read as BAP1 inh 92 and HePTP inhibitor 14&-15.
Cc1ccc(C(C)C)cc1S(=O)(=O)NCc1cccnc1 was read as BAP1 inh 124 and HePTP inhibitor 11.
O=C(CSc1nc2ccccc2s1)OCC(=O)c1cccc([N+](=O)[O-])c1 was read as HePTP inhibitor 6.
CCn1c2ccccc2c2nn(C)c(=N)nc21 was read as BAP1 inh 65 and HePTP inhibitor 2.
`CCN(CC)C(=O)CSC1=Nc2ccccc2C2=NC(Cc3c[nH]c4ccccc34)C(=O)N12` (centres undefined) gave BAP1 inh 92 and HePTP inhibitor 4.
CC(NC(=O)C12CC3CC(CC(C3)C1)C2)C12CC3CC(CC(C3)C1)C2 (centres undefined) was read as BAP1 inh 120.
`Clc1ccc(C2=NN(c3ccccc3)CC2)cc1` gave HePTP inhibitor 8.
Screening CN1C(=O)CSc2ccc(NC(=O)N3CCOCC3)cc21 returned BAP1 inh 107 and HePTP inhibitor 3.
For CC(=O)c1cc2c(cc1NC(=O)CN1CCCCC1C)OCO2 (centres undefined) the results were HePTP inhibitor -11.
`Cc1n[nH]c(C)c1Sc1ccccc1N=Cc1ccccc1` gave HePTP inhibitor 2.
`O=C1NC(=O)N(c2ccc(Br)cc2)C(=O)/C1=C/c1cccs1` gave HePTP inhibitor 5.
CC1CCCC(C)N1C(=O)CSc1nnc(-c2c[nH]c3ccccc23)o1 (centres undefined) was read as BAP1 inh 93 and HePTP inhibitor 5.
For COc1cc(NC(=O)C(c2ccccc2)c2ccccc2)ccc1NC(=O)c1ccco1 the results were HePTP inhibitor 6.
`Brc1ccc(C=Nc2nc3ccccc3n2CCN2CCCCC2)cc1` gave BAP1 inh 126.
Screening CCOc1ccc(C(=O)Nc2ccc(Br)cn2)cc1 returned BAP1 inh 168.
Screening COc1ccc(Cl)cc1NC(=O)COc1ccc(C)cc1Br returned HePTP inhibitor -7.
COc1ccc(-c2noc(COc3ccc(Cl)c(C)c3)n2)cc1 was read as BAP1 inh 82 and HePTP inhibitor 5.
Screening CCOc1ccc(N2C(=O)CC(NCC(=O)OC)C2=O)cc1 (centres undefined) returned BAP1 inh 61 and HePTP inhibitor -12.
For Cc1cccc(C2Nc3ccccc3C(=O)N2CCc2ccccc2)n1 (centres undefined) the results were HePTP inhibitor 8.
Screening COc1ccc(OCC(=O)N2CCN(C(=O)COc3ccccc3)CC2)cc1 returned BAP1 inh 88 and HePTP inhibitor -10.
O=c1nc2scc(-c3ccccc3)n2c2ccccc12 was read as HePTP inhibitor 5.
Screening COc1cccc(CN(C)CC(=O)NC(=O)NCc2ccco2)c1 returned BAP1 inh 68 and HePTP inhibitor -4.
CC(=O)NCCn1c(SCC(=O)NCc2ccco2)nc2ccccc2c1=O was read as BAP1 inh 76 and HePTP inhibitor 10.
`CC(C)Cc1cc(C(=O)NCc2cccs2)no1` gave BAP1 inh 92 and HePTP inhibitor -7.
COc1ccc(NC(=O)CCn2cccc2)cc1 was read as BAP1 inh 93 and HePTP inhibitor -5.
`CCN(CC)c1ccc(/C=N/n2nnnc2N)c(O)c1` gave BAP1 inh 71 and HePTP inhibitor 8.
Screening Nc1nnc(CSc2ccccc2)s1 returned HePTP inhibitor 3.
For CCOc1cc(Br)c(C(=O)O)cc1OCC the results were BAP1 inh 88 and HePTP inhibitor 7.
CC(=O)N1CC2(C)CN(C(C)=O)CC(C)(C1)C2O (centres undefined) was read as BAP1 inh 81 and HePTP inhibitor 5.
`Oc1c(C(c2cccs2)N2CCN(c3cccc(Cl)c3)CC2)sc2ncnn12` (centres undefined) gave BAP1 inh 85 and HePTP inhibitor 4.
`O=c1sc(/C=C2/C=Nc3ccccc32)c(O)n1-c1ccccc1` gave HePTP inhibitor -22.
O=C(Nn1c(-c2ccccc2)nc2ccccc2c1=O)c1ccco1 was read as BAP1 inh 108 and HePTP inhibitor 11.
`CCOC(=O)c1ccc(CC(=O)c2oc3cc(O)ccc3c2C)o1` gave HePTP inhibitor 7.
Screening CCc1nnc(NC(=O)C2CCCN2S(=O)(=O)c2ccc(F)cc2)s1 (centres undefined) returned BAP1 inh 102 and HePTP inhibitor 6.
Screening COC(=O)C1=C(C)N=C2SC(C)C(=O)N2C1c1cccc(F)c1 (centres undefined) returned BAP1 inh 78 and HePTP inhibitor 3.
For O=C(CN(C1CCCCC1)S(=O)(=O)c1ccc(Cl)cc1)NCc1ccncc1 the results were BAP1 inh 99 and HePTP inhibitor 13.
For CC(C)c1ccc(CNC(=O)CSc2nc3ccccc3s2)cc1 the results were HePTP inhibitor -1.
Screening COc1ccccc1CNC(=O)CS(=O)Cc1nc(-c2ccccc2C)oc1C (centres undefined) returned BAP1 inh 87 and HePTP inhibitor -10.
For CC1(C)Cc2ccccc2C(/C(=N\O)C(=O)c2ccccc2)=N1 the results were HePTP inhibitor 1.
Screening COc1cccc(-n2nc(C(=O)O)c3ccccc3c2=O)c1 returned BAP1 inh 95 and HePTP inhibitor -11.
CCOC(=O)/C(C#N)=N/Nc1ccc2c(c1)c1ccccc1n2CC was read as HePTP inhibitor 8.
For CCOc1cccc(N2C(=O)CC(SCC(=O)Nc3ccc(Cl)cc3)C2=O)c1 (centres undefined) the results were HePTP inhibitor -7.
Screening CC(C)C(C(=O)NCC1CCCO1)N(Cc1ccco1)C(=O)CNS(=O)(=O)c1ccccc1 (centres undefined) returned BAP1 inh 76 and HePTP inhibitor -12.
CC1CN(C(=O)c2cccs2)CCN1C(=O)c1cccs1 (centres undefined) was read as BAP1 inh 115 and HePTP inhibitor 4.
Screening Cc1ccc(C)n1-c1cccc(C(=O)O)c1 returned BAP1 inh 118.
For Cn1c(=O)n(CCc2ccccc2)c(=O)c2c1nc1n2CCCN1c1ccccc1 the results were HePTP inhibitor 10.
O=C(NC(Cc1ccccc1)C(=O)N1CCCC1C(=O)O)c1ccccc1 (centres undefined) was read as BAP1 inh 102 and HePTP inhibitor 1.
Screening Cc1cc(C)c2oc(-c3ccc(C)c(NC(=O)c4cccs4)c3)nc2c1 returned HePTP inhibitor 4.
CC1(C)CC(=O)C2=C(C1)c1c(ccc3ccccc13)NC2c1ccccc1F (centres undefined) was read as HePTP inhibitor -18.
COc1cc([C@@H]2c3cc4c(cc3[C@H](O)[C@H]3COC(=O)[C@H]23)OCO4)cc(OC)c1OC was read as BAP1 inh 96 and HePTP inhibitor -7.
CCN1C(=C2C(=O)c3ccccc3C2=O)C=Cc2ccccc21 was read as BAP1 inh 52 and HePTP inhibitor -7.
For C/C(=C\C(=O)c1ccccc1)Nc1ccc(Br)c(C)c1 the results were HePTP inhibitor 5.
`CCOC(=O)c1c(C)[nH]c(C(=O)OC)c1CCC(=O)OC` gave BAP1 inh 96 and HePTP inhibitor -14.
Screening Cc1ccccc1NC(=O)N1C2CCCC1CC(NC(=O)C(C)(C)C)C2 (centres undefined) returned BAP1 inh 113 and HePTP inhibitor 6.
For Cc1n[nH]c(C)c1S(=O)(=O)N1CCC(C(=O)O)CC1 the results were BAP1 inh 99 and HePTP inhibitor 2.
Screening O=C(O)c1nn2c(c1Cl)NC(c1cccs1)CC2C(F)(F)F (centres undefined) returned HePTP inhibitor -7.
CCOc1ccc(NC(=O)CN2CCN(CC(=O)Nc3cc(OC)cc(OC)c3)CC2)cc1 was read as BAP1 inh 105 and HePTP inhibitor 5.
Screening CCOc1ccccc1NC(=O)C1CCCN(C(=O)NCc2ccccc2)C1 (centres undefined) returned BAP1 inh 94 and HePTP inhibitor -1.

2 successive compounds already listed, for reference:
CCOc1ccc(NC(=O)CN2CCN(CC(=O)Nc3cc(OC)cc(OC)c3)CC2)cc1 was read as BAP1 inh 105 and HePTP inhibitor 5.
Screening CCOc1ccccc1NC(=O)C1CCCN(C(=O)NCc2ccccc2)C1 (centres undefined) returned BAP1 inh 94 and HePTP inhibitor -1.

The list goes on:
CC1CCN(c2nc3c(c(=O)[nH]c(=O)n3C)n2CCCc2ccccc2)CC1 was read as BAP1 inh 87 and HePTP inhibitor -1.
Cc1sc(NC(=O)/C=C\C(=O)O)nc1-c1ccccc1 was read as HePTP inhibitor 103*.
For CN1CCCCc2c1nc1c(c2N)CCCC1 the results were BAP1 inh 100 and HePTP inhibitor 16.
`CCOC(=O)c1sc(N)c(C#N)c1COC(=O)CNC(=O)c1ccccc1` gave BAP1 inh 90 and HePTP inhibitor 0.
For Cc1cc(C)cc(NC(=O)Cc2ccc(Br)cc2)c1 the results were HePTP inhibitor -22.
Screening Cc1cc(C)c(S(=O)(=O)NCC#N)c(C)c1 returned HePTP inhibitor 3.
O=C(Nc1c(C(=O)N2CCCC2)cnn1-c1ccccc1)c1ccc(Br)cc1 was read as BAP1 inh 111 and HePTP inhibitor -8.
Screening COc1nc(-c2ccccc2)ccc1-c1noc(-c2ccccc2)n1 returned BAP1 inh 64 and HePTP inhibitor -3.
For Cc1ccccc1Cn1ccc(NC(=O)c2cnn3c(C(F)(F)F)cc(-c4ccco4)nc23)n1 the results were HePTP inhibitor 7.
C=CCn1c(SCC(=O)Nc2ccc3c(c2)OCO3)nc2ccccc2c1=O was read as BAP1 inh 80 and HePTP inhibitor 7.
Cc1c(Cl)cccc1NC(=O)/C(C#N)=C/c1ccc(I)o1 was read as HePTP inhibitor -3.
CC(=O)C1=C(O)C(=O)N(CCN(C)C)C1c1ccccc1 (centres undefined) was read as HePTP inhibitor -4.
Cc1ccccc1C(=O)NN1C(=O)/C(=C/c2cccc(O)c2)SC1=S was read as HePTP inhibitor -3.
`COc1cccc2cc(-c3ccc([N+](=O)[O-])cc3)c(=O)oc12` gave BAP1 inh 107.
For COc1ccc(S(=O)(=O)N(CC(=O)NCc2ccco2)Cc2ccccc2)cc1OC the results were HePTP inhibitor -10.
`CCOC(=O)C1=C(C)NC2=C(C(=O)CC(C)(C)C2)C1c1ccc(N2CCOCC2)cc1` (centres undefined) gave HePTP inhibitor -7.
CN(C)c1nc(N)nc(Nc2ccccc2C#N)n1 was read as BAP1 inh 99 and HePTP inhibitor -3.
`COc1ccc(OC)c(-c2cc(C(=O)Nc3c(C)nn(Cc4ccc(Cl)cc4)c3C)no2)c1` gave HePTP inhibitor 0.
For Cn1c(CCNC(=O)c2ccco2)nc2cc(NS(=O)(=O)c3ccc(Cl)cc3)ccc21 the results were BAP1 inh 93 and HePTP inhibitor 5.
For CCOc1ccc(OCC)c(NC(=O)C2CCCN(S(=O)(=O)c3cccs3)C2)c1 (centres undefined) the results were HePTP inhibitor 7.

Reprinted from the part before: two entries; new compounds follow.
For Cn1c(CCNC(=O)c2ccco2)nc2cc(NS(=O)(=O)c3ccc(Cl)cc3)ccc21 the results were BAP1 inh 93 and HePTP inhibitor 5.
For CCOc1ccc(OCC)c(NC(=O)C2CCCN(S(=O)(=O)c3cccs3)C2)c1 (centres undefined) the results were HePTP inhibitor 7.
For Cc1ccc(S(=O)(=O)C/N=C(/NC(=S)Nn2cnnc2)c2ccccc2)cc1 the results were HePTP inhibitor -5.
For CC1CCN(CCCCOc2ccc(F)cc2)CC1 the results were HePTP inhibitor -4.
`N#Cc1ccc(OCC(=O)N2CCN(S(=O)(=O)c3cccs3)CC2)cc1` gave BAP1 inh 94 and HePTP inhibitor 7.
`COc1ccc(OC)c(CNCc2ccc3c(c2)OCO3)c1` gave HePTP inhibitor 2.
Screening CC(N=c1ccccn1C(=O)Nc1ccc(F)cc1)c1ccco1 (centres undefined) returned BAP1 inh 103 and HePTP inhibitor 5.
CCOc1ccc2c(c1)C(C)=CC(C)(C)N2S(=O)(=O)c1ccc(C)cc1 was read as HePTP inhibitor 12.
`Brc1ccccc1-c1nnc(-c2cccnc2)o1` gave BAP1 inh 92 and HePTP inhibitor 8.
Screening CC(=O)N(CCCc1ccc(C(C)(C)C)cc1)CCCN(C)C returned BAP1 inh 106 and HePTP inhibitor 6.

Screens as filed in PubChem BioAssay.
